# Source: PubChem BioAssay
# TRb SRC2 PPI: disrupts binding of human TR beta to SRC2 | P10828 | TRbeta-SRC2 peptide binding, fluorescence polarization; receptor liganded with 1 µM T3 | Potency, µM (series often up to 106 µM), for the others: at the highest dose activity change, negative = inhibition, actives largely listed as inhibitors | 0.065% of 280,000 active;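 also: plate controls were bound peptide for no effect and peptide without receptor for full effect; nearly all actives have a fitted effect of over 50% in size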
# Target sequence (P10828 whole entry, looked up): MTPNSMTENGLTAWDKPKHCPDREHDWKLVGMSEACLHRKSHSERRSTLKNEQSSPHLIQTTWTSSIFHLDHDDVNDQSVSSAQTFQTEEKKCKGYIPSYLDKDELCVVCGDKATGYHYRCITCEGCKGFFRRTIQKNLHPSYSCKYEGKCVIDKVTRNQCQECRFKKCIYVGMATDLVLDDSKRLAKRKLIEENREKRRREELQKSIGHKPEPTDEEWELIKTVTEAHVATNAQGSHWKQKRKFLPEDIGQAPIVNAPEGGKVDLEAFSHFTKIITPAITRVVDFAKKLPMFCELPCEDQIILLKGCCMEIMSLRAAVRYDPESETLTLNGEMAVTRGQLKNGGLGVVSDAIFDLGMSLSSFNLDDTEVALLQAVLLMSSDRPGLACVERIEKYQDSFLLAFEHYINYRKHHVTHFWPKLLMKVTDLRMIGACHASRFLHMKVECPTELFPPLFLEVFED
#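 Compounds were added to 0.6 uM TRb ligand-binding domain and 20 nM Texas Red-labeled SRC2 peptide in Tris buffer containing 1 uM T3, incubated 5 hr at ambient temperature, then read by fluorescence polarization.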
# L3MBTL1 block: L3MBTL1 (human) inhibition; AlphaScreen L3MBTL1–H3K9me1 peptide binding; Potency, µM (titrated, usually from 57.1 µM), inactives show at the top dose activity, negative = inhibition, usual class: inhibitors; 0.66% of 230,000 active; AID 485360; also: nearly all actives have a fitted effect of over 60% in size
#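 L3MBTL1 (50 nM) pre-complexed 30 min with biotinylated H3(1-15)K9me1 peptide (75 nM), then compounds added for 30 min at room temperature; AlphaScreen streptavidin donor/nickel chelate acceptor beads (10 ug/mL final) read after 30 min dark incubation.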
# TR SRC2 fluor cs: counter-screen for TRb-SRC2 inhibitors: fluorescence interference. TRb/SRC2 Texas Red total fluorescence interference. Potency, µM (highest dose often 106 µM), for the others: top-dose fluorescence change, negative = quenching. 0.29% of 280,000 active. AID 1479; active = well fitted curve in either direction with a large enough effect; inconclusive = small, poorly fitted or top-dose-only effect
#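 Human TRβ ligand-binding domain (0.6 uM) and Texas Red SRC2 peptide (20 nM) in Tris buffer with 1 uM T3 and 5% DMSO were incubated with pinned compound for 5 hr at ambient temperature. Total fluorescence was computed as S + 2P (555/632 nm).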
# Tau fluor counter: counter-screen for tau fibril formation inhibitors; tau K18 P301L Alexa594 fluorescence, heparin fibrillization; Potency, µM (highest dose often 57.7 µM), for the others: at the highest dose activity change, negative = decrease; 0.93% of 280,000 active; AID 1463; also: nearly all actives have a fitted effect of over 55% in size
#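 Human K18 P301L tau (15 uM unlabeled plus 0.24 uM Alexa 594-labeled, final) in 100 mM sodium acetate pH 7 was mixed with compound and 20 uM heparin and incubated 6 hr at 37 C.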
# Tau ThT inhib: blocks human tau fibril formation measured by thioflavin T; P10636; recombinant tau K18 P301L (four-repeat tau fragment), heparin-induced fibrillization, ThT fluorescence; Potency, µM (highest dose often 57.4 µM), inactives show at the top dose activity, negative = inhibition, usual class: inhibitors; 2.1% of 270,000 active; also: nearly all actives have a fitted effect of over 55% in size
# Target sequence (P10636 561-689 P618L limits assumed): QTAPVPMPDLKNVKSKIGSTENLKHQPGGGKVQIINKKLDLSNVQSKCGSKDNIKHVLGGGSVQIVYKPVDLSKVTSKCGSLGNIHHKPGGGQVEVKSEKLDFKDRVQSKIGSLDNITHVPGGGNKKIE
#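 Heparin-induced (20 uM) aggregation of recombinant human K18 P301L tau, 15 uM unlabeled with 0.24 uM labeled, pH 7 acetate buffer, 6 hr at 37 C with compound. Fibrils quantified by 30 uM ThT fluorescence after 1 hr ambient incubation.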
# ALDH1A1 inh: ALDH1A1 (human) enzyme inhibition. P00352. Purified ALDH1A1, NADH fluorescence, propionaldehyde substrate. Potency, µM (series often up to 75.3 µM), for the others: top-dose activity, negative = inhibition, usual class: inhibitors. 7.3% of 220,000 active. AID 1030; active = well fitted inhibition curve with a large enough effect, not every such curve was filed as active; inconclusive = small, poorly fitted or top-dose-only effect, or another doubt; inactive = no such curve, though single readings can be large or run the other way;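 also: plate controls were no enzyme wells and a reference inhibitor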
# Target sequence (P00352 whole entry, looked up): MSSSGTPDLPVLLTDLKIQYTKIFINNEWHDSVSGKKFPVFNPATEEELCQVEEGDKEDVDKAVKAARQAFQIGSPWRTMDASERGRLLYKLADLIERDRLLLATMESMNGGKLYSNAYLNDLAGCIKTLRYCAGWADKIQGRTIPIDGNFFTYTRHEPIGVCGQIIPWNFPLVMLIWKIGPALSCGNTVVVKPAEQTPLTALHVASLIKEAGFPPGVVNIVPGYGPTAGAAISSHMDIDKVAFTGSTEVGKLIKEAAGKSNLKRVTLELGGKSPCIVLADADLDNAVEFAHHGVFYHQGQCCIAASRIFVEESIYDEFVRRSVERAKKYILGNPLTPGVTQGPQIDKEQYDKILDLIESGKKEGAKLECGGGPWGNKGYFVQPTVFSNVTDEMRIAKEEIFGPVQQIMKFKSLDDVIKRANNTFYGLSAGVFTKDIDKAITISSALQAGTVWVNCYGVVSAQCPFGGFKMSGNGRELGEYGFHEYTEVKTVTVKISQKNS
# aGal spleen mod: inhibitors or activators of human alpha-galactosidase in spleen homogenate; human spleen homogenate, 4MU-alpha-Gal fluorescence, 40 min; Potency, µM (doses to about 80 µM), for inactives: top-dose activity change, negative = inhibition, usual class: inhibitors; 0.008% of 240,000 active; AID 2107;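 also: 0% = enzyme with vehicle and -100% = no enzyme basal signal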
#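 qHTS titration in buffer at pH 5.0. Alpha-galactosidase activity in spleen homogenate was measured via 4-methylumbelliferone release from 1 mM fluorogenic substrate after 40 min at 37C and a pH 10 stop. AC50 came from Hill fits of control-normalized data.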
# Tau fibril FP: blocks human tau fibril formation measured by polarization. P10636. K18 P301L tau heparin fibrillization, Alexa594 FP, 6 h. Potency, µM (titrated, usually from 57.7 µM), for the others: at the highest dose activity, negative = inhibition, actives largely listed as inhibitors. 0.39% of 280,000 active. AID 1468; also: nearly all actives have a fitted effect of over 55% in size
#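 Human tau K18 […] P301L fragment, 15 uM unlabeled plus 0.24 uM Alexa 594-labeled tau (final), with compound and 20 uM heparin in 100 mM sodium acetate pH 7; 6 hr at 37 C, then Alexa 594 FP read.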
# Starred values were filed as active, the others as inactive; ? = inconclusive; . = no result given; [ ] = remark or other dose. Unless noted, calls follow the shape of the dose curve; as a rule, active = well fitted curve in the direction sought with a large enough effect; inconclusive = small, poorly fitted or top-dose-only effect, or another doubt; inactive = no such curve, though single readings can be large; an effect the other way counts as inactive or inconclusive. Unless noted, % is scaled to controls: 0 for no effect and ±100 for the full control effect; potency is read from the fitted curve at half-maximal effect.
# Values in the order – TRb SRC2 PPI, Tau ThT inhib, Tau fibril FP, TR SRC2 fluor cs, Tau fluor counter, aGal spleen mod, ALDH1A1 inh, L3MBTL1 block
CN1CCN(c2ccccc2NC(=O)COc2ccccc2)CC1
    1%, -18%, -6%, 0%, -10%, -6%, 11%, .
COc1cc(S(=O)(=O)NC2CCCCC2C)ccc1-n1cnnn1 (stereo not given)
    5%, -3%, -6%, -4%, -13%, -25%, -4%, -6%
CCC1=NN(C(=O)c2ccc(Br)cc2)C(O)(c2ccc(C)cc2)C1 (stereo not given)
    1%, ?, -1%, 1%, -8%, 2%, -12%, -3%
CSc1nc2nccc(-c3ccc(-c4ccccc4)cc3)n2n1
    -5%, ?, ?, -1%, -25%, -2%, ?, .
Cc1[nH]c(N=Nc2ccccc2)nc1N=Nc1ccccc1
    2%, 3.5µM*, -1%, -4%, ?, -5%, ., ?
Cc1ccc(NC(=O)c2sc3nc[nH]c(=O)c3c2C)c(C)c1
    3%, 2%, -1%, 0%, -7%, 1%, 3%, 10%
COc1ccccc1CN1CCNC(=O)C1=O
    3%, -4%, 5%, 0%, 3%, ., ., .
Cc1cc(C)nc(/N=C(\N)Nc2ccc(SC(F)F)cc2)n1
    4%, 7%, 7%, -1%, 13%, 1%, ., .
Cc1nc2nc(NCc3ccc(Br)cc3)[nH]n2c(=O)c1Cc1ccccc1
    -5%, 0%, -3%, 4%, -1%, ., ., .
CC(C)Cn1c(C(C)C)nc([N+](=O)[O-])c1S(=O)(=O)c1ccc(F)cc1
    0%, ?, -3%, 0%, -12%, -5%, -7%, 5%
COc1ccc(S(=O)(=O)N(C)CC(=O)NCc2cccnc2)cc1
    -4%, 5%, -4%, -3%, 3%, 16%, -6%, 4%
Cc1ccc(O)c(C2=NNC(c3ccc(Cl)cc3)C2)c1 (stereo not given)
    0%, ?, -9%, 0%, ?, -7%, ., -13%
COc1cc(Cn2c(=O)sc3ccccc32)ccc1OC(C)C
    -1%, -10%, -8%, ?, -15%, ., ., .
CCC(C(=O)NC1CCCC1)N(C(=O)c1snc(C(N)=O)c1N)c1ccc2c(c1)OCCO2 (stereo not given)
    2%, -6%, -1%, -3%, -10%, -1%, ?, -2%
O=C(C1CCCN(c2ncccn2)C1)N1CCc2ccccc21 (stereo not given)
    -3%, 2%, ?, -1%, -2%, 9%, 3%, -3%

# Single records, from the list above. Order of screens: TRb SRC2 PPI | Tau ThT inhib | Tau fibril FP | TR SRC2 fluor cs | Tau fluor counter | aGal spleen mod | ALDH1A1 inh | L3MBTL1 block
# COc1ccc(S(=O)(=O)N(C)CC(=O)NCc2cccnc2)cc1 in the list: -4% | 5% | -4% | -3% | 3% | 16% | -6% | 4%
# CSc1nc2nccc(-c3ccc(-c4ccccc4)cc3)n2n1 in the list: -5% | ? | ? | -1% | -25% | -2% | ? | .
# CN1CCN(c2ccccc2NC(=O)COc2ccccc2)CC1 in the list: 1% | -18% | -6% | 0% | -10% | -6% | 11% | .
# O=C(C1CCCN(c2ncccn2)C1)N1CCc2ccccc21 (stereo not given) in the list: -3% | 2% | ? | -1% | -2% | 9% | 3% | -3%
# Cc1cc(C)nc(/N=C(\N)Nc2ccc(SC(F)F)cc2)n1 in the list: 4% | 7% | 7% | -1% | 13% | 1% | . | .

# Remaining list, next part
# Values in the order – TRb SRC2 PPI, Tau ThT inhib, Tau fibril FP, TR SRC2 fluor cs, Tau fluor counter, aGal spleen mod, ALDH1A1 inh, L3MBTL1 block
COc1ccc(/C=N/NC(=O)C(C)N(c2ccc(OC)cc2)S(C)(=O)=O)cc1 (stereo not given)
    -5%, -3%, 0%, 5%, -9%, 5%, 0%, .
Cc1ccc(NC2=NC(=S)N(CC#N)C23CCCCC3)cc1
    2%, -7%, -8%, -4%, -8%, -6%, 8%, 6%
COc1cccc(NC(=O)CSc2nc3ccccc3cc2Cc2ccccc2)c1
    0%, -12%, -9%, -1%, ?, 1%, 6%, 2%
CC[C@H]1C2=C3C(CC[C@H]4C(OC)OC[C@](C)([C@@H]34)N(C(=O)OC(C)(C)C)C2)C(CO)C1CO (stereo not given in full)
    4%, 2%, 10%, -3%, -2%, 8%, -6%, .
CC(=O)NC(Cc1ccccc1)C(=O)NC1CCN(c2ncccc2[N+](=O)[O-])CC1 (stereo not given)
    4%, 2%, -6%, -1%, -6%, -4%, ?, 5%
Cc1cc(C(=O)Cn2nc(C(=O)O)c3ccccc3c2=O)c(C)n1CCc1ccc(F)cc1
    4%, ?, 4%, -1%, -18%, 3%, -6%, -18%
COc1ccc(CNn2c(-c3cccc(C)c3)nc3ccccc3c2=O)cc1OC
    4%, -11%, -8%, -3%, -15%, 4%, 2%, .
O=C(Nc1cccnc1)c1ccc(Br)s1
    -10%, 4%, 1%, 0%, -4%, 4%, -3%, .
COc1ccc(/C=N/NC(=O)Cn2nc(C)c([N+](=O)[O-])c2C)cc1
    3%, -2%, -6%, -2%, -8%, 1%, 4%, -2%
COc1ccccc1-c1nc(SCc2ccccn2)n[nH]1
    -8%, -1%, -12%, 1%, -4%, -2%, 0%, 11%
Cc1nc(SCC2(C)CC2(Cl)Cl)n[nH]1 (stereo not given)
    -4%, -6%, -6%, 1%, -2%, 2%, 2%, .
CNC(=S)N/N=C(\C)c1ccc(Cl)c(Cl)c1
    -11%, -8%, 2%, -2%, -4%, 10%, 1%, -19%
CCc1nnc(NC(=O)CSc2nnc(-c3cccnc3)n2CCc2ccccc2)s1
    -7%, -14%, ?, 0%, -13%, 6%, ?, .
COc1ccccc1N1CCN(C(=O)CSc2nc3ccccc3nc2Cc2ccc(F)cc2)CC1
    3%, ?, 3%, -2%, -17%, ., ., .
O=C(O)c1nn(-c2ccccc2)nc1-c1nn(-c2ccccc2)nc1C(=O)O
    -8%, -7%, -1%, -1%, -1%, -5%, ?, -12%

# Values in the order – TRb SRC2 PPI, Tau ThT inhib, Tau fibril FP, TR SRC2 fluor cs, Tau fluor counter, aGal spleen mod, ALDH1A1 inh, L3MBTL1 block
CCc1cccc(CC)c1NC(=S)N1CCn2cccc2C1c1ccncc1 (stereo not given)
    -10%, -15%, -5%, -1%, -6%, 3%, 3%, 23%
Cc1ccc(C2C3=C(CCCC3=O)OC3=C2C(=O)CCC3)cc1
    2%, -6%, -1%, 0%, -9%, -3%, 1%, 9%
O=C(CCNS(=O)(=O)c1cccs1)NCc1cccs1
    1%, 1%, 0%, -1%, 1%, 1%, 12%, 2%
CCOC(=O)C1=C(C)OC(N)=C(C#N)C1c1cc(SCC)oc1C (stereo not given)
    -4%, -15%, -6%, -5%, -21%, -6%, -2%, .
NC(=S)N=Nc1c(O)n(CCCl)c2ccc(Br)cc12
    -9%, ?, -9%, -8%, -19%, 1%, 7%, -22%
CC(C)CC(O)C1CCN(C(=O)CCc2nnc(-c3ccccc3)o2)CC1 (stereo not given)
    0%, 4%, -8%[2.34 µM], 3%, -5%[2.34 µM], 8%, 10%, 12%
O=C(O)c1cc(-c2c[nH]c3ccccc23)nc2ccc3ccccc3c12
    6%, 4%, 8%, 0%, -1%, 0%, -2%, -4%
Cc1ccccc1NC(=O)Cn1c(=O)sc2ccccc21
    5%[53 µM], 2%, -1%, -2%[53 µM], -3%, 3%, 12%, 0%
CCN(c1ccc(C)cc1)S(=O)(=O)c1nnc(NC(=O)c2cccs2)s1
    -1%, 5%, -7%, 8%, 2%, ., ., .
CCN(CCCNC(=O)CNC(=O)Cn1cnc2ccccc2c1=O)c1cccc(C)c1
    -14%, -7%, -2%, 0%, -15%, -11%, 23%, .
CCN(CC)CCNCc1cc(Cl)ccc1OCc1ccccc1F
    -2%, -2%, -3%, 1%, -1%, -16%, 0%, -2%
CN(C)C(=O)OC1=C(c2ccccc2)Sc2ccccc2-n2cccc21
    2%, ?, -3%, -3%, -23%, 10%, ?, .
O=C(OCN1C(=O)c2ccccc2C1=O)C1CCCCC1
    3%, -2%, 9%, 5%, 3%, 0%, -8%, 10%
Cn1c(SCC(=O)N2c3ccccc3CCc3ccccc32)nnc1-c1ccc(O)cc1
    7%, 2%, 6%, 6%, -4%, 7%, 1%, -4%
CCOc1ccccc1C1C(C(=O)OC)=C(N)OC2=C1C(=O)CCC2 (stereo not given)
    -17%, -10%, -5%, 1%, -1%, 6%, -9%, -4%

# Values in the order – TRb SRC2 PPI, Tau ThT inhib, Tau fibril FP, TR SRC2 fluor cs, Tau fluor counter, aGal spleen mod, ALDH1A1 inh, L3MBTL1 block
CCOC(=O)c1c(-c2ccc(Cl)cc2)c(C#N)c(=O)n(N)c1N
    -7%, -19%, -9%, -5%, -11%, -9%, ?, 7%
c1ccc(CN2CCC(N=C3NN=C(c4ccc5c(c4)OCCO5)CS3)CC2)cc1
    0%, ?, -3%, -4%, -18%, 0%, -10%, ?
CCSc1nc(C)c(CCOc2cccc(C)c2)c(=O)[nH]1
    1%, -11%, 2%, -1%, -2%, 1%, 6%, .
CC(NC(=O)CSc1nc2ccccc2n1CCC#N)c1ccc(F)cc1 (stereo not given)
    0%, -13%, 9%, -1%, -8%, -3%, 14%, .
CCn1c(SCC(=O)Nc2cc(OC)c(OC)c(OC)c2)nnc1-c1cccs1
    -9%, -5%, 0%, -9%, -6%, -2%, -2%, 38%[activator]
COc1cc(N(C)C)c(NC(C)=O)cc1C(=O)O
    -4%, -6%, 3%, -6%, 0%, 2%, -3%, -12%
CCn1c(=O)c2sccc2n2c(CCCC(=O)N3CCN(c4cc(Cl)ccc4C)CC3)nnc12
    1%, -10%, 1%, -2%, -7%, ., ., .
CC(Oc1ccccc1)C(=O)Nc1ccccc1C(=O)OCc1cc(=O)n2nc(C3CC3)sc2n1 (stereo not given)
    -2%, 2%, -11%, -2%, 6%, ., ., .
CC1=C(C(=O)Nc2cccnc2)C(c2cccc(F)c2)n2nc(SCc3ccccc3F)nc2N1 (stereo not given)
    9%, -6%, -12%, -2%, -1%, ., ., .
COc1ccc([N+](=O)[O-])cc1COc1ccc2c(-c3ccccc3)cc(=O)oc2c1
    -5%, 2%, 7%, -4%, -6%, 9%, -7%, 1%
CCOC(=O)N1CCN(Cc2nc3cc(NC(=O)c4ccc([N+](=O)[O-])cc4)ccc3n2C(C)C)CC1
    5%, ?, 16%, 5%, ?, ., ., .
COc1ccc2c(c1)OCC1=C2CCC2(C)C(=O)CC=C12 (stereo not given)
    0%, 20µM*, ?, -1%, ?, 6%, ?, -29%
O=C(/C=C/c1ccccc1)Nc1ccc(CN2CCOCC2)cc1
    4%, 4%, 8%, -19%, -2%, 2%, 5%, 8%
